Screening results deposited in PubChem BioAssay by The Scripps Research Institute Molecular Screening Center.
M5 PAM – CHRM5 positive allosteric modulation. P08912. CHO-K1 hM5, Fluo-8 calcium, ACh EC20 PAM; 0% = ACh EC20, 100% = ACh EC100. activation, % at 3 µM. actives 0.3% (n = 360,000);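 active means activation above the run cutoff, the mean activation of all test compounds plus 3 SD, cut at about 18% in these data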
Target sequence (P08912 whole entry, looked up): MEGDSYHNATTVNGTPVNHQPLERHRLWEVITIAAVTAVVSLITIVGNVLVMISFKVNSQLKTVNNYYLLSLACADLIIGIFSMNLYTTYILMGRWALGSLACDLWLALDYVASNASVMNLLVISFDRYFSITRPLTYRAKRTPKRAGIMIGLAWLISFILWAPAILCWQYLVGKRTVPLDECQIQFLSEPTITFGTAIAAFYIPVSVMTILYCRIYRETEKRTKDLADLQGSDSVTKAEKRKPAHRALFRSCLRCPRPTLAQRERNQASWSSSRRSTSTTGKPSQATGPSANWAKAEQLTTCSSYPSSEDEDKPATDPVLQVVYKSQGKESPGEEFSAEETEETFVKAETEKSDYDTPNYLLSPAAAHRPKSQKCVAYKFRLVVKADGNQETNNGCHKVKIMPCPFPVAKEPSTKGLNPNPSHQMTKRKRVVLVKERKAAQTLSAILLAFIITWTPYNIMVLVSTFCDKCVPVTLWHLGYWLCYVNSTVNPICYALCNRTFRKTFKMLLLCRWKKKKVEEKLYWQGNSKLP
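Assay system: CHO-K1 hM5 cells / Incubation: Fluo-8 loading 80 min at 37 °C plus 30 min room temperature / Technique: Fluo-8 calcium dye fluorescence, kinetic read / Repeats: single replicate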
M1 PAM – potentiates human M1 receptor response to acetylcholine | P11229 | CHO-K1 hM1, Fluo-8 calcium fluorescence, ACh EC20; 0% = ACh EC20, 100% = maximal ACh | activation, % at 3 µM | actives 0.088% (n = 360,000); in the data active means activation above about 19%, passing the limit was not always enough
M4 antag – blocks acetylcholine activation of human M4 receptor | CHO-hM4 cells, ACh EC80, Fluo-8 calcium fluorescence | inhibition, % at 3 µM | actives 0.73% (n = 360,000) | AID 624125;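 active means inhibition above its plate's cutoff, the mean inhibition of sample wells plus 3 SD, cut at about 27% in these data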;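 further: 0% = acetylcholine EC80 with DMSO and 100% = DMSO without agonist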
M1 antag – human CHRM1 antagonism; P11229; inhibition, % at 3 µM; actives 1.3% (n = 360,000); CHO-K1 hM1, Fluo-8 calcium fluorescence, ACh EC80 antagonist; AID 588852;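 active means percent inhibition above its own plate's cutoff, namely the mean of that plate's compound wells plus 3 SD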;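 further: peak over basal fluorescence ratio during 140 s after agonist addition; 0% = ACh EC80 plus DMSO and 100% = DMSO alone without agonist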
TAAR1 agonist – agonists of human TAAR1. Q96RJ0. CHO RD-HGA16 TAAR1, Fluo-8 calcium fluorescence; vehicle wells 0%, saturating PEA agonist 100%. activation, % at 3 µM. actives 0.99% (n = 360,000). AID 624467;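 active means activation above the mean activation of all test compounds in the run plus 3 SD, cut at about 38% in these data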
Target sequence (Q96RJ0 whole entry, looked up): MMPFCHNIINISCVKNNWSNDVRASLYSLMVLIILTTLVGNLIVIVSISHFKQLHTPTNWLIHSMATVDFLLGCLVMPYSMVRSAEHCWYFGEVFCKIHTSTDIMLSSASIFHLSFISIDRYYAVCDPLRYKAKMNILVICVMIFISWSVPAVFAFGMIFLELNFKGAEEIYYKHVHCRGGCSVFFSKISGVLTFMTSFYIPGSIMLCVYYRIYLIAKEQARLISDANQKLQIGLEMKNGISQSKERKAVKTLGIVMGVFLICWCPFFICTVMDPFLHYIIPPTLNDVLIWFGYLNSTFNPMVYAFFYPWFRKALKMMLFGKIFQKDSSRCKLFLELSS
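Benchmarks: low control DMSO, high control PEA (EC100); System: CHO RD-HGA16 cells carrying human TAAR1 plus Gα16; Detection: Fluo-8 fluorescence, 5 s baseline then 140 s kinetic read; Schedule: 17-24 h plating, Fluo-8 75 min 37 °C, 30 min RT; Read-out basis: % activation from peak over basal fluorescence ratio, DMSO-to-PEA scaled.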
CHRM4 agonist – agonists of human muscarinic M4 receptor (CHRM4); P08173; CHO-K1 hM4/Gqi5, Fluo-8 calcium fluorescence; vehicle 0%, full acetylcholine response 100%; activation, % at 3 µM; actives 0.14% (n = 360,000);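 active means activation above the run mean over all test wells plus 3 SD, cut at about 32% in these data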;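 further: peak over basal fluorescence ratio per well then scaled between controls; 0% = DMSO wells and 100% = acetylcholine at EC100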
M5 ag – agonists of human muscarinic M5 receptor (CHRM5); CHO-K1 hM5 cells, Fluo-8 calcium fluorescence; 0% DMSO wells, 100% maximal acetylcholine response; activation, % at 3 µM; actives 0.19% (n = 360,000);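 active means activation above the run's mean over test compounds plus 3 SD, cut at about 23% in these data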;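 further: signal is peak over basal fluorescence ratio across the kinetic read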
M5 antag – blocks acetylcholine activation of human M5 receptor; inhibition, % at 3 µM; P08912; CHO-hM5 cells, Fluo-8 calcium fluorescence, ACh EC80; actives 0.59% (n = 360,000); AID 624040;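 active means inhibition above a per-plate cutoff, the mean of that plate's test compounds plus 3 SD, cut at about 27% in these data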;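 further: 0% = acetylcholine EC80 with DMSO and 100% = DMSO without agonist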
M1 ag – agonists of human M1 muscarinic receptor; P11229; CHO-K1 hM1, Fluo-8 calcium fluorescence, agonist mode; 0% DMSO, 100% acetylcholine EC100; activation, % at 3 µM; actives 0.33% (n = 360,000); AID 588814;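 active means activation above the run's mean compound activation plus 3 SD, cut at about 16% in these data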;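 further: peak over basal fluorescence ratio within a 140 s kinetic read after compound addition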
Numbers without * were called inactive; · = not tested or not shown. Not all compounds are listed; the hit share may differ from the screen's.

Order of values – M5 PAM, M1 PAM, M4 antag, M1 antag, TAAR1 agonist, CHRM4 agonist, M5 ag, M5 antag, M1 ag
> COc1ccccc1NC(=O)Cc1nn(C)c(=O)c2ccccc12
→ -14, 2, 8, 11, ·, 10, 1, 16, 2
> COc1ccc(Cn2cc(CN3CC(N4CCN(Cc5ccccc5F)CC4)CS3(=O)=O)nn2)cc1 (stereo unspecified)
→ 2, ·, -1, ·, 2, 3, 2, -4, ·
> CNC(=S)NN(C)c1nc(C)cc(C)n1
→ -1, 4, 7, -3, 0, 0, -1, 1, -5
> C/C(=N/NS(=O)(=O)c1ccc(Cl)cc1)c1ccc2c(c1)OCO2
→ 2, 3, -9, -7, 6, 0, -1, 5, -6
> COC(=O)c1ccccc1NC(=O)c1ccc2c(c1)C(=O)N(Cc1ccco1)C2=O
→ -1, -1, 3, 15, -1, 1, -2, -2, -2
> CCCN1CCCc2cc(CN)ccc21
→ 2, -6, -6, -9, 9, 10, -2, -1, -8
> CNC(=O)c1cccn1-c1ccsc1C(=O)OC
→ 0, 3, -9, -8, 0, 0, -2, 1, -3
> Cc1ccc(S(=O)(=O)NCc2ccccc2)cc1C(=O)NCc1ccccn1
→ 4, 10, 0, -18, 1, 1, -4, -1, -1
> CC(=O)Nc1ccc(S(=O)(=O)Oc2cccc(/C=N/N=C3/NC(=O)C(CC(=O)O)S3)c2)cc1 (stereo unspecified)
→ 0, 11, 2, -6, 4, -1, 4, -3, 1
> O=C(COc1ccccc1)NCC(=O)N/N=C/c1cc(Br)ccc1OCc1ccccc1
→ -1, 17, -9, -19, 1, 4, -1, 6, -3
> COc1ccc(/C=C/C(=O)OCC(=O)Nc2ccc(Cl)cn2)cc1
→ -3, 1, -10, 4, 1, 0, -2, 2, -4
> O=C1CCC(c2ccc3ccccc3c2)O1 (stereo unspecified)
→ 3, 1, -7, -2, -1, 1, -1, -11, 0
> COCCCN(CC(=O)Nc1ccc(F)cc1)S(=O)(=O)c1cccs1
→ -7, 16, -3, -9, 7, 6, 3, 2, 6
> O=C(N[C@@H](Cc1c[nH]c2ccccc12)C(=O)O)c1ccc(Cl)cc1
→ 5, 6, 3, 2, 1, 1, 0, 2, -2
> CCCCN1CC(O)=C(c2nc3ccccc3s2)C1=N
→ 7, 10, -2, -3, 3, 1, -1, 0, 3
> CCOc1ccc(NC(=O)CN(C)S(=O)(=O)c2cnc[nH]2)cc1
→ -8, 4, -2, 7, 6, 0, 7, 9, -3
> c1ccc2c(c1)OCC(c1nnc3n1-c1ccccc1SC3)O2 (stereo unspecified)
→ -1, 3, 4, -3, 9, 2, 3, -3, -1
> N#Cc1ccc(C(=O)Nc2cc(S(=O)(=O)Nc3ccc(Cl)cc3)ccc2N2CCCCC2)cc1
→ 2, 5, -8, -14, 3, 0, 3, 11, 0
> COc1ccc(Nc2cc(Cl)ccc2C(=O)O)cn1
→ -3, 6, 1, -5, -1, 0, 1, 10, -3
> COc1ccccc1NC(=O)N(c1c(N)n(Cc2ccccc2)c(=O)[nH]c1=O)C1CCCC1
→ 1, 8, 17, -4, 1, -1, 0, -2, -2
> Cc1cccc(N2CCN(CC(O)COc3ccc(Cl)cc3)CC2)c1 (stereo unspecified)
→ -4, 1, -12, -3, 4, 6, -5, 0, -7
> O=C(CN1C(=O)NC2(CCCC2)C1=O)NCCc1ccc(Cl)cc1Cl
→ 2, 6, 5, -5, 3, 1, 2, 4, -3
> COc1ccc(NC(=O)CC2C(=O)N(Cc3ccco3)C(=S)N2C(C)C)cc1 (stereo unspecified)
→ -5, -2, -10, 1, 9, 14, 4, -2, 2
> Cc1ccc(C(=O)NNC(=O)C2CCN(S(=O)(=O)c3ccc(Cl)cc3)CC2)cc1
→ 2, 5, 1, -10, 3, 1, -1, 1, -2
> COc1ccc(-n2nnnc2C(c2cc3ccccc3o2)N2CCN(C/C=C/c3ccccc3)CC2)cc1 (stereo unspecified)
→ -22, -25, 7, 58*, 2, 1, -6, 36*, -5
> Nn1c(SCCOc2ccc(Cl)cc2)nnc1-c1cccnc1
→ 5, 4, 3, -2, 0, 1, -7, 9, -7
> CC(C)[C@H](CO)Nc1nc(NCc2ccc(S(N)(=O)=O)cc2)c2ncn(C(C)C)c2n1
→ -3, -5, 3, 15, 7, 0, 0, 16, -7
> CC(C)C[C@H]1CN(CCCC[C@@H]2CNC(=O)C(=O)N2Cc2ccccc2)C(=O)C(=O)N1CCc1ccc(O)cc1
→ -4, ·, -6, ·, 1, 0, -1, 0, ·
> CN1/C(=C/C(=O)c2ccc(Cl)cc2)Sc2cc3c(cc21)OCO3
→ 6, 6, 2, 0, 3, 1, -1, -3, -7
> CC(=O)C1=C(C)NC(SCC(=O)c2ccc(F)cc2)=C(C#N)C1c1ccco1 (stereo unspecified)
→ -6, -14, -3, 16, 8, 12, 0, 8, -7
> CCOC(=O)C1=C(C)Nc2ncnn2C1c1c[nH]c2ccccc12 (stereo unspecified)
→ -3, 6, 11, -40, -2, 1, 0, 3, -3
> COc1cc(C)ccc1OCC(=O)Nc1ccc2c(c1)OCO2
→ -5, -1, -1, 4, 12, 0, 0, 13, -5
> CCN(CC)S(=O)(=O)c1ccc(/C=C/C(=O)OCC(=O)NC(=O)C2COc3ccccc3O2)cc1 (stereo unspecified)
→ 5, -3, -15, 3, 10, 2, 6, 5, 6
> O=C(O)Cn1nc(C(F)(F)F)c2c1CCCC2
→ 9, 7, -1, -2, 13, 0, -1, -4, -5
> CCOc1ccc(S(=O)(=O)NCc2ccncc2)cc1NC(=O)c1ccccc1F
→ 0, 1, 3, 9, 5, -1, -4, 14, -5
> COc1ccc(C(=O)Nc2ccc(S(=O)(=O)NC(C)C)cc2)cc1
→ -8, 8, -7, -14, 14, 4, 1, 0, -2
> CCc1cc(OCCCSc2nc(C)cc(=O)[nH]2)ccc1Cl
→ -6, -8, 1, 22, 4, 3, 6, 7, -3
> CN(C(=O)COC(=O)c1ccccc1SCC(=O)N1CCCC1)C1CCS(=O)(=O)C1 (stereo unspecified)
→ 0, 5, 9, -5, 3, 5, 0, 7, -2
> Cc1nnsc1C(=O)Nc1cccc(Cl)c1Cl
→ 4, 8, -3, -2, 8, -1, -4, -1, -5
> CN(C)c1ccc(CNC(=O)CC[C@H]2O[C@@H](n3cnc4c(NC(=O)c5ccccc5)ncnc43)[C@H](O)[C@@H]2O)cc1
→ -2, 7, -3, -5, 4, -1, -2, 1, -8
> O=C(NNC(=S)NCc1ccco1)c1ccccc1Br
→ -1, 2, -5, -5, 1, 1, -1, -4, 0
> COc1ccc(Nc2nc(N)nc(CN3CCc4ccccc4C3)n2)cc1
→ 5, 0, -1, -2, 44*, 1, -3, -4, -8
> CC1ON=C(c2ccccn2)N(Cc2ccc(S(C)(=O)=O)cc2)C1=O (stereo unspecified)
→ -4, 5, -3, -3, 0, 1, 2, -1, 0
> Oc1c(Br)cc(Br)cc1/C=N/c1nccs1
→ -23, -2, -3, 11, 16, 16, 2, 10, 0
> COc1ccc(NS(=O)(=O)c2cccc(N/C(=N\S(=O)(=O)c3ccccc3)c3ccc(F)cc3)c2)cc1
→ -5, 7, 1, 0, 8, 8, 2, 2, -1
> CC(C)(C)[C@H]1COC(=O)[C@@H](Cc2ccc(F)cc2)C/C=C\C[C@@H](CC(=O)N[C@H](CO)Cc2ccccc2)C(=O)N1
→ 4, 4, -9, -5, 29, 4, 2, 4, -5
> CCOC(=O)c1c(NC(=O)CN2CCN(C(=O)C3CCCO3)CC2)sc(C)c1C (stereo unspecified)
→ 4, 9, -7, -9, 3, 2, 1, 0, 0
> COC(=O)c1n[nH]nc1-c1ccccc1
→ -1, 7, 6, -17, 5, 0, 0, 4, -5
> CC1(C)COC(Cc2ccccc2)=N1
→ -2, 3, -4, -18, 0, 0, 0, 1, -2
> Cc1nn(Cc2ccccc2)c(C)c1CNC(=O)CN=C1NS(=O)(=O)c2ccccc21
→ 1, 10, -8, -11, 1, 0, -2, -2, -5
> Clc1cccc2sc(-c3nnc(-c4ccccc4)o3)c(Cl)c12
→ -3, -2, 8, 4, 6, 1, 1, 0, -3
> N#Cc1c(Nc2ccc(F)cc2)sc(C(=O)c2ccc(F)cc2)c1N
→ -4, 7, -1, -12, 10, 5, 6, 7, 2
> COc1cccc(N(CC(=O)NC2CCCCC2)C(=O)CCC(=O)Nc2nccs2)c1
→ 2, 1, 6, -3, -5, 0, -2, 3, -5
> O=C(c1ccc(-c2ccc([N+](=O)[O-])cc2)o1)N1CCCCC1
→ -1, -2, 7, 3, 3, 1, -1, 3, -5
> O=C(c1cccc([N+](=O)[O-])c1)N1CCN(C(=O)c2ccco2)CC1
→ 8, 15, -13, -9, 7, -1, -3, 1, -8
> CCc1nc2ccc(C(=O)NCc3ccc4c(c3)OCO4)cn2c1N(CCC(C)C)CCN(C)C
→ -1, 0, -2, -8, 4, 1, -2, -1, 4
> CC(C)(C)NS(=O)(=O)c1ccc(/C=C/C(=O)O)cc1
→ 7, 7, -3, -4, 0, 1, -2, -2, -3
> O=C(CSc1nc2ccccc2n1S(=O)(=O)c1ccccc1)N1CCCCC1
→ -7, 3, -12, -24, 23, 0, -1, -7, 2
> CCCCCc1ccc(-c2cn(Cc3ccc([N+](=O)[O-])cc3)nn2)cc1
→ -1, 3, 10, -2, ·, 0, -1, 3, -6
> C=CCSc1nc2c(cc1C#N)CCC2
→ 7, -1, 10, -2, 9, -1, -6, -5, -13

Profiles from above. Order of screens: M5 PAM | M1 PAM | M4 antag | M1 antag | TAAR1 agonist | CHRM4 agonist | M5 ag | M5 antag | M1 ag
Clc1cccc2sc(-c3nnc(-c4ccccc4)o3)c(Cl)c12 as listed: -3 | -2 | 8 | 4 | 6 | 1 | 1 | 0 | -3
Cc1nnsc1C(=O)Nc1cccc(Cl)c1Cl as listed: 4 | 8 | -3 | -2 | 8 | -1 | -4 | -1 | -5
